4-MU autofl = 4-MU region autofluorescence. compound autofluorescence, 340/450 nm, 4-MU equivalents; stronger effect = higher value. max dye-equivalent concentration, M. 59,000 tested, 11% active. AID 589; in the data active = max dye-equivalent concentration above about 10 nM; inconclusive = mostly about 1.1 nM to 9.6 nM
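Intrinsic fluorescence at 340/450 nm (ex/em) was read after 15 min at room temperature in pH 8.0, 100 mM Tris. Each compound concentration expressed as 4-MU-equivalent concentration from a six-point 4-MU standard series on each plate.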
Fluorescein autfl = compound fluoresces in the fluorescein spectral region. Compound autofluorescence, 480/540 nm, fluorescein-equivalent; stronger effect = higher value. 59,000 tested, 0.91% active. AID 593. max fluorescein-equivalent concentration, M; in the data active = max fluorescein-equivalent concentration above about 10 nM; inconclusive = between about 1.1 nM and that limit
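First, buffer (100 mM Tris, pH 8.0) dispensed; second, compounds and fluorescein standards pinned in; third, 15 min room-temperature incubation; finally, imaging at ex 480 nm/em 540 nm. Fluorescence normalized against the six-point fluorescein curve.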
Rhodamine fluor = compound autofluorescence in rhodamine spectral region; Rhodamine-region fluorescence, 547/598 nm, Tris buffer; stronger effect = higher value; AID 594; max dye-equivalent concentration, M; 59,000 tested, 0.05% active; in the data active = max dye-equivalent concentration above about 11 nM; inconclusive = between about 1.1 nM and that limit
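A six-point rhodamine series on each plate calibrates the signal. Compounds sit in 100 mM Tris (pH 8.0) for 15 min at ambient temperature before imaging through 547 nm/598 nm filters.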
Ub-GFP proteasome = inhibits proteasome, raising ubiquitin-GFP reporter fluorescence. Ubiquitin-GFP reporter cells, proteasome inhibition, GFP fluorescence; response scale: untreated = 0%, 10 µM MG-132 = 100%. Potency, µM (titrated, usually from 45.9 µM), for inactives: top-dose activation (GFP accumulation), hits mostly activators. 67,000 tested, under 10 active. AID 526; active = well fitted activation curve with a large enough effect, not every such curve was filed as active; inconclusive = small, poorly fitted or top-dose-only effect, or another doubt; inactive = no such curve, though single readings can be large or run the other way; also: potency is read from the fitted curve at half-maximal effect
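Proteasome block read as GFP accumulation: ubiquitin(G76V)-GFP U2OS cells exposed to compound (2.9 nM–46 uM) for 4 hr at 37 C. Normalization used untreated cells as 0% and 10 uM MG-132 as 100%; concentration-response curves fitted.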
DNA Pol III inh = blocks replication by bacterial DNA polymerase III holoenzyme; reconstituted DNA polymerase III holoenzyme replication, biochemical; Potency, µM (series often up to 57.1 µM), without a hit: top-dose activity change, negative = inhibition; 71,000 tested, 0.25% active; also: potency is read from the fitted curve at half-maximal effect; % is scaled to controls: 0 for no effect and ±100 for the full control effect
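Reconstituted *E. coli* holoenzyme (0.35 nM Pol III, 1 nM beta, 154 nM SSB, 2 nM primase) was preincubated with compound for 15 min at RT. Synthesis on 1.4 nM ssM13Gori ran 35 min, then was stopped with PicoGreen/EDTA and read as dsDNA fluorescence.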
HBB splicing = alters splicing of the hemoglobin beta chain | HBB splicing reporter cell assay, activation; EGFP reporter with mutant IVS2-654 intron; response scale: normalised to 500 nM splice-correcting PNA | Potency, µM (series often up to 46.1 µM), without a hit: at the top dose activation, usual class: activators | 65,000 tested, 0.06% active; also: potency is read from the fitted curve at half-maximal effect; 0% is about no effect
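Compounds were applied for 2 days to HeLa EGFP-654 cells, 500/well in Optimem with 2% FCS. The reporter's EGFP is disrupted by mis-splicing of beta-globin intron IVS2-654. Readout: summed well GFP fluorescence from 488 nm laser scanning; reference was 500 nM antisense […] 654 PNA.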
TexasRed autofl = Texas Red region autofluorescence; 59,000 tested, 0.06% active; max dye-equivalent concentration, M; Compound fluorescence, Texas Red channel, 547/618 nm; stronger effect = higher value; in the data active = max dye-equivalent concentration above about 10 nM; inconclusive = between about 1.1 nM and that limit
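Spectral interference profiling: each compound concentration's relative fluorescence, read with a 547 nm excitation and 618 nm emission filter pair, was normalized to a per-plate Texas Red standard curve.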
Hsp90 Hop PPI = changes Hsp90-Hop TPR2A binding signal, up or down; AlphaScreen TPR2A-His6 binding biotin-Hsp90 C-terminal peptide; Potency, µM (doses to about 57 µM), for inactives: at the top dose activity change, negative = inhibition; 71,000 tested, 0.44% active; AID 595; active = well fitted curve in either direction with a large enough effect; inconclusive = small, poorly fitted or top-dose-only effect, or another doubt; also: potency is read from the fitted curve at half-maximal effect; % is scaled to controls: 0 for no effect and ±100 for the full control effect; many of its hits are not listed in these tables
HADH2 inhib = HADH2 (human) dehydrogenase inhibition | AID 886 | 73,000 tested, 3.4% active | Potency, µM (titrated, usually from 57.1 µM), inactives show at the highest dose activity change, negative = inhibition, hits mostly inhibitors | Q99714 | recombinant HADH2, NADH fluorescence, beta-hydroxybutyryl-CoA; also: potency is read from the fitted curve at half-maximal effect; % is scaled to controls: 0 for no effect and ±100 for the full control effect; nearly all actives have a fitted effect of over 60% in size; many of its hits are not listed in these tables
Target sequence (Q99714 whole entry, looked up, one chain of several): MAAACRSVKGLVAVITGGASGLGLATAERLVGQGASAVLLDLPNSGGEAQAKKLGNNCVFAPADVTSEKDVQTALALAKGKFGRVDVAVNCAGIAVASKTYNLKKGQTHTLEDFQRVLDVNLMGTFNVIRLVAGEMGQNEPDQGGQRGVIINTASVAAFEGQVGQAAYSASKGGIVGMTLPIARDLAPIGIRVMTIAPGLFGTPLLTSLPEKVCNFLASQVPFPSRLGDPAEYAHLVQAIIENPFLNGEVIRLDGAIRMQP
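NADH fluorescence (ex 360/em 450 nm) read every 30 s for 4 min; activity taken as last-minus-first time point difference. Enzyme 20 nM, NAD+ 1 mM, beta-hydroxybutyryl-CoA 90 uM, pH 9.0 Tris buffer.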
15-hLO inh = blocks human 15-lipoxygenase activity | Potency, µM (highest dose often 57.1 µM), inactives show at the top dose activity change, negative = inhibition, hits mostly inhibitors | AID 887 | 74,000 tested, 1.4% active | purified 15hLO-1, xylenol orange hydroperoxide absorbance | P16050; also: potency is read from the fitted curve at half-maximal effect; % is scaled to controls: 0 for no effect and ±100 for the full control effect; nearly all actives have a fitted effect of over 55% in size
Target sequence (P16050 whole entry, looked up): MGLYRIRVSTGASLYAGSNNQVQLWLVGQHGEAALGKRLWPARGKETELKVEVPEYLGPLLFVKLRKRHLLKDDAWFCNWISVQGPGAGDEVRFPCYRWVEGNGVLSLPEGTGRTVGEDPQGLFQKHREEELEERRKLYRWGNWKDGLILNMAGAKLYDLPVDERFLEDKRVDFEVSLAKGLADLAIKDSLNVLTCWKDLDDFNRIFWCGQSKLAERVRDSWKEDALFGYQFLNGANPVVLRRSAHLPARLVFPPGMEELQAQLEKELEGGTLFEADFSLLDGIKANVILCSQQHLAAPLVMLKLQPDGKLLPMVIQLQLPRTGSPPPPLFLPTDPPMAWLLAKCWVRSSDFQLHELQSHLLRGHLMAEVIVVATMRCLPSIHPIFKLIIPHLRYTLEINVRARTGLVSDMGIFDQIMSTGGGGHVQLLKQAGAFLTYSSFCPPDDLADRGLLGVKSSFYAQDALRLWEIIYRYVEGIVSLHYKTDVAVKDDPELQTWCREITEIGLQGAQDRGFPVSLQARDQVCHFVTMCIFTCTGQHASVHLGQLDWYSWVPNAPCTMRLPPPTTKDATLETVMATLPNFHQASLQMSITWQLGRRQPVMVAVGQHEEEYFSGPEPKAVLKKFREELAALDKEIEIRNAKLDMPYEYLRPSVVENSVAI
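Compounds were preincubated 15 min at room temperature with 40 nM purified human enzyme (25 mM Hepes pH 7.5, 0.01% Triton X-100); 50 uM arachidonic acid reacted 6 min. Fe-xylenol orange detection, 30 min, absorbance ratio 573/405 nm.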
Epigenetic mod = derepresses silenced GFP locus in mouse C127i cells | 68,000 tested, 0.09% active | Potency, µM (top dose mostly 46.1 µM), without a hit: at the highest dose GFP derepression (activation) | mouse C127i GFP locus derepression, cytometry, 30 h; also: % of control where 0% means no effect
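Derepression screen: silenced CMV-GFP reporter in murine C127i cells, 30 h compound incubation at 37 C, washed cells imaged by laser-scanning cytometer to enumerate GFP-expressing objects of 20 to 120 um.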
Starred values were filed as active, the others as inactive; [ ] = another dose, or the depositor's remark. Unless noted, calls follow the shape of the dose curve; as a rule, active = well fitted curve in the direction sought with a large enough effect; inconclusive = small, poorly fitted or top-dose-only effect, or another doubt; inactive = no such curve, though single readings can be large; an effect the other way counts as inactive or inconclusive.

For COc1ccc(CCn2nnnc2C(CC(C)C)N2CCC(C(N)=O)CC2)cc1OC (stereo unspecified) the results were 4-MU autofl inconclusive, Fluorescein autfl inconclusive, Rhodamine fluor inactive, Ub-GFP proteasome -4%, DNA Pol III inh -1%, HBB splicing -0.1%, TexasRed autofl inactive, Hsp90 Hop PPI -2%, HADH2 inhib 15%, 15-hLO inh -15% and Epigenetic mod 1%.
For Cc1cc(C)cc(-n2nnnc2SCC(=O)Nc2cccc(NC(=O)c3ccco3)c2)c1 the results were 4-MU autofl inactive, Fluorescein autfl inconclusive, Rhodamine fluor inactive, Ub-GFP proteasome 7%, DNA Pol III inh 3%, TexasRed autofl inactive, Hsp90 Hop PPI -3%, HADH2 inhib 4%, 15-hLO inh -15% and Epigenetic mod -2%.
CCn1c(=O)c(=O)n(CC)c2cc(S(=O)(=O)Nc3cccc(OC)c3)ccc21 was read as 4-MU autofl inactive, Fluorescein autfl inconclusive, Rhodamine fluor inactive, Ub-GFP proteasome 11%, DNA Pol III inh 1%, HBB splicing -0.4%, TexasRed autofl inactive, Hsp90 Hop PPI 0%, HADH2 inhib -6%, 15-hLO inh 6% and Epigenetic mod -3%.
For O=C(Nc1ccc2c(c1)OCO2)C(c1ccc(Cl)cc1)N1CCN(C(=O)c2ccco2)CC1 (stereo unspecified) the results were 4-MU autofl inactive, Fluorescein autfl inactive, Rhodamine fluor inactive, Ub-GFP proteasome -6%, DNA Pol III inh 0%, HBB splicing -0.3%, TexasRed autofl inactive, Hsp90 Hop PPI -5%, HADH2 inhib 10%, 15-hLO inh -30% and Epigenetic mod 4%.
CN(c1ccc(C(=O)NCc2ccco2)cc1)S(C)(=O)=O was read as 4-MU autofl inactive, Fluorescein autfl inactive, Rhodamine fluor inactive, Ub-GFP proteasome 2%, DNA Pol III inh -4%, HBB splicing -0.5%, TexasRed autofl inactive, Hsp90 Hop PPI -4%, HADH2 inhib -14%, 15-hLO inh 2% and Epigenetic mod 0%.
`COc1cccc(C2CC(C(F)(F)F)n3nc(C(=O)NCc4cccnc4)cc3N2)c1` (stereo unspecified) gave 4-MU autofl inactive, Fluorescein autfl inconclusive, Rhodamine fluor inactive, Ub-GFP proteasome 15%, DNA Pol III inh -10%, HBB splicing -0.4%, TexasRed autofl inactive, Hsp90 Hop PPI 0%, HADH2 inhib 13%, 15-hLO inh 13% and Epigenetic mod 3%.
`Cc1ccccc1S(=O)(=O)Cc1ccc(C(=O)N2CCN(c3ncccn3)CC2)o1` gave 4-MU autofl inactive, Fluorescein autfl inactive, Rhodamine fluor inactive, Ub-GFP proteasome -9%, DNA Pol III inh -2%, HBB splicing 1.4%, TexasRed autofl inactive, Hsp90 Hop PPI 1%, HADH2 inhib -4%, 15-hLO inh 3% and Epigenetic mod 0%.
CCOCCNC(=O)c1ccccc1C(=O)NCCOCC was read as 4-MU autofl inactive, Fluorescein autfl inactive, Rhodamine fluor inactive, Ub-GFP proteasome -3%, DNA Pol III inh -3%, TexasRed autofl inactive, Hsp90 Hop PPI 3%, HADH2 inhib -10%, 15-hLO inh 4% and Epigenetic mod 2%.
`COCC(=O)Nc1nc2n(n1)C(c1ccc(Cl)cc1)CC(c1ccc(OC)cc1)N2` (stereo unspecified) gave 4-MU autofl inconclusive, Fluorescein autfl inconclusive, Rhodamine fluor inactive, DNA Pol III inh 0%, HBB splicing 1.9%[0.369 µM], TexasRed autofl inconclusive, Hsp90 Hop PPI -4%, HADH2 inhib 11%, 15-hLO inh 23% and Epigenetic mod 0%.
Screening N#CC1=C2SCC(O)(c3ccccc3)N2C(=O)CC1c1ccccc1 (stereo unspecified) returned 4-MU autofl inactive, Fluorescein autfl inactive, Rhodamine fluor inactive, TexasRed autofl inactive and Epigenetic mod -3%[20.6 µM].
Cn1c(=O)c2c(nc(SCC(=O)N3CCc4ccccc4C3)n2C)n(C)c1=O was read as 4-MU autofl inactive, Fluorescein autfl inconclusive, Rhodamine fluor inactive, Ub-GFP proteasome 1%, DNA Pol III inh -3%, TexasRed autofl inactive, Hsp90 Hop PPI -1%, HADH2 inhib 6%, 15-hLO inh 4% and Epigenetic mod -2%.
For COc1cc(C2CC(=O)c3cnc(N4CCN(Cc5ccccc5)CC4)nc3C2)cc(OC)c1OC (stereo unspecified) the results were 4-MU autofl inactive, Fluorescein autfl inactive, Rhodamine fluor inactive, Ub-GFP proteasome 7%, DNA Pol III inh 4%, HBB splicing -1.2%[57.5 µM], TexasRed autofl inactive, Hsp90 Hop PPI -2%, HADH2 inhib -5%, 15-hLO inh -1% and Epigenetic mod -5%.
`OC1CCCC1` gave DNA Pol III inh -2%, HBB splicing 0.0%, Hsp90 Hop PPI 0%, HADH2 inhib 3% and 15-hLO inh -1%.
For Cc1cccc(OCC(O)Cn2c(NCc3cccnc3)nc3c2c(=O)[nH]c(=O)n3C)c1 (stereo unspecified) the results were 4-MU autofl inactive, Fluorescein autfl inconclusive, Rhodamine fluor inactive, Ub-GFP proteasome 16%, DNA Pol III inh -6%, HBB splicing 2.2%, TexasRed autofl inactive, Hsp90 Hop PPI -6%, HADH2 inhib 0%, 15-hLO inh 7% and Epigenetic mod 3%.
Screening CO[C@H]1[C@@H](OC(N)=O)[C@H](O)[C@@H](Oc2ccc3c(O)c(NC(=O)c4ccc(O)c(CC=C(C)C)c4)c(=O)oc3c2C)OC1(C)C returned 4-MU autofl 3e-07M*, Fluorescein autfl inconclusive, Rhodamine fluor inactive, Ub-GFP proteasome -11%[20.5 µM], DNA Pol III inh -5%[25.6 µM], HBB splicing -0.1%[20.6 µM], TexasRed autofl inactive, Hsp90 Hop PPI -1%[26 µM], HADH2 inhib 10%[25.6 µM], 15-hLO inh -1%[25.6 µM] and Epigenetic mod 16%[20.6 µM].
Screening Cc1cc(C(=O)CSc2nc3ccccc3n2CCC#N)c(C)n1Cc1cccs1 returned 4-MU autofl inactive, Fluorescein autfl inconclusive, Rhodamine fluor inactive, Ub-GFP proteasome -2%, DNA Pol III inh -6%, HBB splicing -1.2%, TexasRed autofl inactive, Hsp90 Hop PPI -10%, HADH2 inhib -12%, 15-hLO inh inconclusive and Epigenetic mod 1%.
Cc1sc2nc(SCC(=O)NCc3ccco3)[nH]c(=O)c2c1C was read as Ub-GFP proteasome 7%, DNA Pol III inh -5%, HBB splicing 0.3%, Hsp90 Hop PPI -3%, HADH2 inhib -1% and 15-hLO inh 0%.
`CCn1c(SCC(=O)Nc2ccccc2)nnc1-c1ccc(S(=O)(=O)N2CCOCC2)cc1` gave 4-MU autofl inactive, Fluorescein autfl inactive, Rhodamine fluor inactive, Ub-GFP proteasome -1%, DNA Pol III inh 0%, TexasRed autofl inactive, Hsp90 Hop PPI -3%, HADH2 inhib 4%, 15-hLO inh 3% and Epigenetic mod -1%.
`CCn1c(SCC(=O)Nc2ccccc2C(=O)OC)nc2c1c(=O)n(C)c(=O)n2C` gave Ub-GFP proteasome 17%, DNA Pol III inh 0%, HBB splicing -2.5%, Hsp90 Hop PPI -3%, HADH2 inhib -6%, 15-hLO inh 0% and Epigenetic mod 0%.
For COc1ccc(C2C3=C(Nc4ncnn42)c2ccccc2CCC3)cc1 (stereo unspecified) the results were 4-MU autofl 1.5e-08M*, Fluorescein autfl inactive, Rhodamine fluor inactive, Ub-GFP proteasome 3%, DNA Pol III inh -2%, HBB splicing -0.1%[57.5 µM], TexasRed autofl inactive, Hsp90 Hop PPI -5%, HADH2 inhib inconclusive, 15-hLO inh -5% and Epigenetic mod 2%.
Screening Cc1nc(/N=C\N(C)C)sc1C(=O)Nc1ccccc1 returned Ub-GFP proteasome 3%[9.17 µM], DNA Pol III inh 2%[11.4 µM], HBB splicing -3.1%[0.0738 µM], Hsp90 Hop PPI -11%[11 µM], HADH2 inhib -20%[11.4 µM], 15-hLO inh 7%[11.4 µM] and Epigenetic mod -2%.
Screening Cc1ccc(SC(C)c2nc(-c3ccncc3)no2)cc1 (stereo unspecified) returned 4-MU autofl inactive, Fluorescein autfl inactive, Rhodamine fluor inactive, Ub-GFP proteasome -9%, DNA Pol III inh -2%, HBB splicing -0.9%, TexasRed autofl inactive, Hsp90 Hop PPI 6%, HADH2 inhib 2%, 15-hLO inh -8% and Epigenetic mod 0%.

Screens as filed in PubChem.

Only part of the results is shown (hit frequency here may not be typical).
